hgDAF12 agonist – activates the H. glycines DAF-12 receptor ligand-binding domain | HEK293 GAL4-hgDAF12 UAS-luciferase reporter, agonist luminescence; normalized to butyrate control | AID 687014 | 370,000 tested, 1.8% active | activation, % at 6.8 µM;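 active = activation above a cutoff set at the mean of all screened compounds plus 3 SD, cut at about 10% in these data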;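 note: 0% = DMSO wells and 100% = sodium butyrate wells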
ssDAF12 agonist – activates DAF-12 receptor from parasite S. stercoralis; activation, % at 6.8 µM; 370,000 tested, 1% active; HEK293 ssDAF-12/GRIP1 lit1-tk-luc reporter, luminescence; % of 3 µM dafachronic acid response;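 active = activation above the mean over all tested compounds plus 3 SD, cut at about 0.9% in these data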;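 note: 0% = DMSO-only wells and 100% = 3 µM delta7-dafachronic acid wells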
DAX1 inh-1 – blocks DAX1 repression of SF-1 activated StAR promoter. AID 652010. HEK293T StAR-luciferase reporter, SF-1/DAX-1 repression relief. 370,000 tested, 1.1% active. inhibition, % at 6.8 µM;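 active = inhibition above the mean over all tested compounds plus 3 SD, cut at about 3.6% in these data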;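 note: 0% = DAX-1 cells with DMSO and 100% = cells lacking DAX-1 with DMSO; higher inhibition means more luminescence from relief of DAX-1 repression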
sPLA2-III inh – Blocks human group III sPLA2 activity | Q9NZ20 | QFRET BODIPY PC-A2 liposome hydrolysis, fluorescence | inhibition, % at 12.2 µM | 370,000 tested, 0.56% active | AID 743126;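 active = inhibition above mean plus 3 SD of compounds lying within the high and low control bounds, cut at about 19% in these data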;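 note: 0% = median of test compound wells and 100% = no enzyme DMSO wells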
Target sequence (Q9NZ20 whole entry, looked up): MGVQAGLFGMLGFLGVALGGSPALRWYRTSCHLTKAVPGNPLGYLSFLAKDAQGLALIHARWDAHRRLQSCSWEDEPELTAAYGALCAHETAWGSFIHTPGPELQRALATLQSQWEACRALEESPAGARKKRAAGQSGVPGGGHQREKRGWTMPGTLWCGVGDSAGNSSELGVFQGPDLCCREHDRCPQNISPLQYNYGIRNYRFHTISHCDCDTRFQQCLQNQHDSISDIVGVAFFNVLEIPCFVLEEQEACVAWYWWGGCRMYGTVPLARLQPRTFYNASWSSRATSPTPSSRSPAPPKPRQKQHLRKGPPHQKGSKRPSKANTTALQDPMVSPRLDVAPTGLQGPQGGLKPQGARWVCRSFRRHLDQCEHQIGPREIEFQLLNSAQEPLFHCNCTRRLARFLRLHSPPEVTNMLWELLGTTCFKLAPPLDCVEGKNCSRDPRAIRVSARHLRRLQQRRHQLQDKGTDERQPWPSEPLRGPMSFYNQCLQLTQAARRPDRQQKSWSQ
PG9 binder – binds the HIV-1 gp120 antibody PG9 | AID 624416 | 360,000 tested, 0.43% active | TR-FRET gp120-PG9 antibody binding | inhibition, % at 6.7 µM; in the data active = inhibition above about 8.5%
GAA850 FXN act – frataxin GAA850 promoter activation | HEK293 lucGAA850 FXN promoter luciferase reporter, 24 h; percent of 10 µM SAHA response | activation, % at 6 µM | 360,000 tested, 0.56% active;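 active = activation above the average of all compounds screened plus 3 SD, cutoff fixed separately per campaign, cut at about 7.5% in these data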;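 note: 0% = DMSO wells and 100% = 10 µM SAHA wells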
DAX1 inh-2 – NR0B1 (DAX1) inhibition; AID 504766; inhibition, % at 6.75 µM; 340,000 tested, 0.99% active; HEK293 Gal4-DAX1 luciferase reporter, luminescence; P51843;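 active = inhibition above the mean over all tested compounds plus 3 SD, cut at about 4.2% in these data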;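 note: 0% = DAX1-transfected cells with DMSO and 100% = empty-vector control cells with DMSO; inhibition shows as a rise in luminescence from relieved DAX1 repression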
Target sequence (P51843 207-470 limits assumed): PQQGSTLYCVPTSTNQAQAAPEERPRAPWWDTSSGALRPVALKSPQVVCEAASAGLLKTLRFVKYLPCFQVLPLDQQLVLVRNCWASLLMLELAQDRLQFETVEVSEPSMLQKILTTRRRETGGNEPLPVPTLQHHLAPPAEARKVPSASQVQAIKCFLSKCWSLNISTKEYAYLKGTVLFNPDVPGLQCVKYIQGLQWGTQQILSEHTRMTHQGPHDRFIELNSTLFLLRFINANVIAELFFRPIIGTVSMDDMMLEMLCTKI
PLC-beta3 inh – inhibitors of human phospholipase C beta3; Q01970; inhibition, % at 12.2 µM; 370,000 tested, 0.18% active; Purified PLC-beta3, fluorogenic substrate, fluorescence; AID 720704; in the data active = inhibition above about 11%;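 note: 0% = median of compound wells on plate and 100% = full blocker control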
SMARCA2 activ – increases SMARCA2 function in MMTV reporter cells; MG213 cells, MMTV-luciferase reporter, dexamethasone, overnight; activation, % at 9.1 µM; 370,000 tested, 1% active; AID 652017; in the data active = activation above about 7.8%;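 note: 0% = vehicle wells and 100% = reference activator wells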
Rev-erbA mod – modulates human Rev-erb alpha binding to DNA; activity, % at 10 µM; Rev-erbα–FITC-DNA binding, fluorescence polarization, 90 min; 370,000 tested, 0.79% active; AID 1259318;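 active = activity above about 14%, limit read from the data; passing the limit was not always enough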;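 note: 0% = DMSO wells with 35 nM protein and 100% = DMSO wells with 750 nM protein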
hcDAF-12 act – activates DAF-12 receptor from parasite H. contortus; HEK293 hcDAF-12 lit1-tk-luc reporter, luminescence; 0% DMSO, 100% Δ7-dafachronic acid; activation, % at 6.8 µM; 370,000 tested, 1.4% active; AID 652067;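 active = activation above the mean of all tested compounds plus 3 SD, cut at about 5.5% in these data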;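 note: 100% = response to 3 µM Δ7-dafachronic acid high control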
* hit, by the source's call; i = inactive; nt = not tested or not shown; & = joins results of further samples. This is a subset, so the mix of outcomes need not match the whole.

Order of results – hgDAF12 agonist	ssDAF12 agonist	DAX1 inh-1	sPLA2-III inh	PG9 binder	GAA850 FXN act	DAX1 inh-2	PLC-beta3 inh	SMARCA2 activ	Rev-erbA mod	hcDAF-12 act
COCCCn1c(-c2ccc(OC)cc2)cc(C(=O)NC2CCCCCCC2)c1C
  -2.4	-1.7	-0.5	-25	-0.4	-1.6	-0.3	-1	-3	4	-2.1
O=c1[nH]c(=O)n(-c2cccc(Cl)c2)c(O)c1C=NCCN1CCCCC1
  1.1	-0.9	-0.3	-10	-1.0	-3.1	2.0	8	6	-1	-2.2
COc1ccc(-n2c(O)c(C=NCc3ccc4c(c3)OCO4)c(=O)[nH]c2=O)cc1
  0.9	-1.4	0.3	8	-1.6	1.1	-0.1	-10	-6	-4	-0.6
O=C(Cc1ccccc1)N1CCN(C/C=C/c2ccccc2)CC1
  0.3	-1.4	-0.6	0	-2.2	-0.3	-1.0	8	3	-4	1.1
COCC(C)OC(=O)c1c(N)n(Cc2ccco2)c2nc3ccccc3nc12 (configuration not stated)
  1.2	-0.7	-0.9	-15	-0.5	2.0	0.1	i	1	-1	-0.6
Nc1cc(Cl)cc(C(=O)O)c1Cl
  1.1	-0.6	0.1	-2	-2.4	0.5	1.9	-2	4	-2	0.2
CC(=O)c1cn(CCCOc2ccccc2)c2ccccc12
  -2.6	-2.4	-2.1	-15	-2.8	-1.1	-2.8	0	-6	4	-4.4
CCOC(=O)Cn1cc([N+](=O)[O-])nc1[N+](=O)[O-]
  -4.3	-1.4	-0.7	5	0.7	1.9	0.2	-2	-2	10	-0.2
CCOc1cc2c(cc1OCC)-n1cccc1C(c1ccc(C)cc1C)NC2 (configuration not stated)
  -0.7	-1.7	0.0	-1	-0.7	-6.3	-0.1	-3	-2	-5	-1.1
CC(C)C12CN3CCN(CC(C3)C1O)C2 (configuration not stated)
  1.5	-1.7	1.0	3	-2.1	0.2	-0.1	6	0	0	-0.5
CN1C(=O)NC(=O)[C@]2(Cc3ccccc3N3CCN(c4ccccc4)CC32)C1=O (some centres not stated)
  8.0	-0.2	2.0	-5	-2.4	0.7	2.1	-19	1	-6	4.4
CC(C)COC(=O)c1ccccc1C(=O)OCC(C)C
  -0.6	-1.5	0.3	2	-0.3	-0.1	0.9	6	0	-5	-1.7
C[N+]1(C)C2CCC1CC(OC(=O)C(CO)c1ccccc1)C2 (configuration not stated)
  -1.4	-1.7	0.3	7	0.1	-0.3	2.5	2	-6	-9&1	-0.2
N[C@@H](CCl)C(=O)O
  0.5	-1.6	0.2	-3	-1.0	-0.9	1.9	2	0	-5	1.9
N#CCCn1cc(C(=O)NCc2ccccc2)c(-c2ccccc2)n1
  -0.2	-1.7	-0.7	-3	-0.1	2.6	-1.1	-4	-3	2	-1.7
CCC(=O)O[C@@H]1[C@@H](OC(C)=O)[C@@]2(O)C(C[C@H](O)C2(C)C)[C@](C)(O)[C@H]2CC[C@@H]3[C@@H](O)[C@]12C[C@@]3(C)O (some centres not stated)
  0.3	-1.5	-0.4	7	0.7	0.0	-0.1	4	2	4	-0.6
CCOC(=O)c1c(C=O)c2ccccc2n1Cc1ccccc1F
  -1.6	-1.8	-0.2	10	0.2	-0.6	-0.3	-13	-1	3	-1.9
COC1=C(OC)[C@]23CCc4ccc(OC)c(OC)c4[C@]2(CCN3C)CC1=O
  1.6	-1.0	0.5	1	1.0	-0.6	0.4	-2	0	4	-1.2
c1ccc2[nH]c(CCNC3CCCCC3)nc2c1
  1.9	-0.3	-0.2	0	-2.0	-1.2	-0.9	1	4	0	4.9
CCc1cc2c(s1)NC(=O)CN=C2c1cccs1
  -0.6	-1.3	-0.1	-2	-0.1	-0.3	0.6	-10	-1	-5	-1.2
Cc1ccc(N(C)C(=O)Oc2cccc3cccnc23)cc1
  0.4	-0.7	-0.3	3	0.7	2.9	0.4	7	-3	-3	-1.0
CCC1(CCC(C)C)C(=O)NC(=S)NC1=O
  0.5	-0.8	0.8	6	0.0	1.3	0.2	-2	-3	5	-0.8
CC(=O)c1cn(Cc2ccccc2F)c2ccccc12
  -6.3	-1.9	-1.3	-10	-3.2	-0.3	-3.7	-4	-5	1	-4.2
CCOC(=O)C1C2NC(=O)N(Cc3ccccc3)C1(C)Oc1c(OC)cccc12 (configuration not stated)
  -1.5	-1.4	-0.5	3	1.7	1.0	-0.2	1	1	-5	-0.6
Cc1cc(N2C(=O)C3CCCN3C2c2sccc2C)no1 (configuration not stated)
  2.6	-1.2	-0.6	3	1.1	-1.9	1.2	2	-2	5	-0.2
CC(=O)O[C@H]1C(=O)[C@@]2(C)C([C@H](OC(=O)c3ccccc3)[C@]3(O)C[C@H](O)C(C)=C1C3(C)C)[C@]1(OC(C)=O)CO[C@@H]1C[C@H]2O (some centres not stated)
  -3.2	-1.5	0.7	4	1.2	1.6	1.9	4	0	-3	1.6
Fc1ccc(Cn2nnnc2CN2CCC(n3nnc4cc(C(F)(F)F)ccc43)CC2)cc1
  -1.2	-1.4	0.9	7	-2.1	0.5	-1.3	-5	-2	-6	-1.1
COc1ccc(-n2c(O)c(C(C)=NCCc3c[nH]c4ccccc34)c(=O)[nH]c2=O)cc1
  3.6	-0.3	-0.1	-11	-2.3	0.2	nt	4	1	0	3.1
O=C(Cc1ccccc1)NC(Cc1ccc(Cl)cc1)C(=O)O (configuration not stated)
  -2.1	-1.1	0.4	5	0.9	-1.0	-1.1	1	-3	-1	-1.2
CCN1C(=O)C(=C2C=C(C)N(Cc3ccco3)C(C)=C2)C(=O)N(CC)C1=S
  -3.8	-1.4	-0.5	6	20*	3.9	-1.4	-55	-4	2	0.4
Cc1ccc2n1Cc1cnnn1-c1ccccc1-2
  -0.4	-0.4	-1.2	1	-1.0	2.7	0.7	-218	3	-5	-0.9
CN(C)/C=C1/C(=O)NC(=O)N(CCNc2ncc(C(F)(F)F)cc2Cl)C1=O
  3.7	-1.0	0.0	-9	2.5	1.9	-0.5	-3	-2	0	-2.0
OCCCCO
  -1.0	-1.5	0.4	0	-0.6	0.9	0.7	2	0	-7	-0.4
Cc1cccc(CN2CCCN(Cc3ccc(Cl)cc3)S2(=O)=O)c1
  6.0	-0.8	0.7	-3	-0.8	-0.7	0.2	-6	0	8	1.4
CC(C)(C)C(=O)N1Cc2cc(-c3cccc(F)c3)ccc2-n2nncc2C1
  -5.1	-1.3	-1.0	9	1.5	nt	nt	3	-3	1	-2.5
CN1c2ccc([N+](=O)[O-])cc2CC2(C(=O)NC(=O)N(c3ccccc3)C2=O)C1c1ccccc1 (configuration not stated)
  1.3	-0.4	-0.7	1	-3.1	-0.1	-0.3	-1	2	-1	3.2
O=c1c2cc(Br)ccc2[nH]c(=S)n1-c1ccccc1
  -2.8	-1.6	0.0	6	0.2	1.9	-1.2	-4	-2	12	-1.5
O=C1NC(=O)C(=Cc2cc(Cl)ccc2OCc2ccc(C(=O)O)cc2)C(=O)N1
  -0.8	-1.5	0.4	4	1.6	0.4	5.5*	-31	-2	-5	-0.8
Cc1cc(=O)oc2cc(OCC(=O)N3CCC(C(=O)O)(c4ccccc4)CC3)ccc12
  -3.2	-1.4	-0.5	8	-3.2	-0.8	3.7	-12	-3	2	0.0
COC(=O)C1=C(c2ccc(OC)c(OC)c2)C[C@@H]2CC[C@H]1N2C(=O)NCc1cc(C)oc1C(F)(F)F
  -1.1	-1.3	0.5	-4	-1.4	-3.3	0.3	-3	2	-7	-2.2
COc1ccc(-n2nnnc2C(CCc2ccccc2)N2CCC(n3c(=O)[nH]c4ccccc43)CC2)cc1 (configuration not stated)
  -8.7	-2.3	-6.7	-13	1.1	nt	nt	5	-9	4	-2.8
CC(=O)c1cccc(OCC(=O)N2CCN(CC(=O)Nc3cccc(F)c3)CC2)c1
  0.0	-1.7	0.6	4	-1.0	-1.2	0.2	-5	-4	-5	-1.3
CN(C)C=C1C(=O)N(C2CCCCC2)C(=O)N(C2CCCCC2)C1=O
  -2.4	-0.6	0.3	1	-2.2	1.4	0.3	5	3	8	-1.8
C1CCC2S[C@H]3CCCCC3NC2C1 (some centres not stated)
  2.5	-0.9	0.6	-5	-2.1	-0.5	2.5	-3	-1	-6	-0.6
Cc1cccc(NC(=O)N2CC3CC(C2)c2cccc(=O)n2C3)c1 (configuration not stated)
  1.7	-0.7	0.0	3	0.3	2.3	-0.1	-4	4	4	-0.3
CC(C(=O)N1CCC2(CC1)OCCO2)C1Sc2ccccc2NC1=O (configuration not stated)
  0.2	-1.0	0.4	6	-0.9	0.0	0.9	3	2	0	-1.3
Oc1c(Br)cc(-c2ccccc2)cc1Br
  -2.7	-0.9	2.2	-5	-3.5	0.1	0.5	-6	3	-4	-0.5
COCCCNC(=O)c1c(N)n(Cc2ccco2)c2nc3ccccc3nc12
  -1.5	-1.7	-0.9	-15	2.0	2.4	nt	i	-1	-6	-1.3
CCC1(C)CC(CCNCc2ccc(N(C)C)cc2)(c2ccc(F)cc2)CCO1 (configuration not stated)
  -2.5	-1.2	0.4	0	-0.4	-3.7	0.5	-4	0	5	-1.2
COC(=O)C1=C(c2ccccc2OCc2ccccc2)C[C@@H]2CC[C@H]1N2C(=O)NCCN1CCOCC1
  0.5	-1.4	-0.1	-1	-2.9	-1.5	0.1	1	0	-6	-2.1

From PubChem BioAssay
